# PolyA inh – polyadenylation inhibitors in yeast reporter cells, primary screen, luminescence, S. cerevisiae. S. cerevisiae SKY197-pL101 polyadenylation reporter, beta-gal luminescence; efflux-impaired pdr1/pdr3 knockout yeast; score 100 = 6 SD above DMSO. calls only at 12 µM. 300,000 tested, 0.02% active;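 active = lowest replicate activity score at least 50, where 100 means six control SD above control mean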;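 also: yeast exposed to compound for 9 h at 30 °C; higher score means more reporter readthrough which indicates perturbed polyadenylation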
# KCNQ1 inh – inhibitors of human KCNQ1 channel, primary screen, cell-based, thallium flux, high-throughput | Potassium voltage-gated channel subfamily KQT member 1 (Homo sapiens), P51787 | CHO-K1 KCNQ1, FluxOR thallium flux fluorescence; stronger effect = higher value | B-score at 10 µM | 310,000 tested, 1.3% active | AID 2642, 2010;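 active = compounds whose thallium flux B-score, printed positive for inhibition, exceeds three library SD while starting fluorescence stays within three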;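 also: channel opened by potassium depolarization with thallium stimulus after 20 min compound exposure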
# RGS4 act – RGS4 potentiators or activators, primary screen, cell-based, HEK293 M3R inducible RGS4, calcium flux | carbachol calcium flux Fluo4; stronger effect = lower value | B-score at 10 µM | 310,000 tested, 0.92% active;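 active = B-score of the integrated calcium signal more than 4 SD below the library mean, with starting fluorescence not abnormally high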;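 also: negative B-score means reduced calcium response which marks RGS4 activation or potentiation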
#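 System: HEK293 FlpIn-TREx cells, stable M3R, doxycycline-inducible RGS4. Timing: overnight RGS4 induction, 30 min dye load 37 °C, 20 min compound RT. Also added: carbachol, ECmax concentration. Measured by: Fluo4 fluorescence kinetic imaging of calcium. Evaluation: integrated calcium ratio converted to B score.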
# KCNQ1 pot – potentiators or activators of KCNQ1 channel, primary screen, cell-based, thallium flux, high-throughput; AID 2648, 2010; Potassium voltage-gated channel subfamily KQT member 1 (Homo sapiens), P51787; CHO-K1 KCNQ1, thallium flux FluxOR fluorescence; stronger effect = higher value; 310,000 tested, 0.35% active; B-score at 10 µM;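 active = fluorescence ratio B-score, a plate-corrected score, at least three library SD, with initial intensity B-score within 5 SD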
#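 Assay system: CHO-K1 cells stably expressing KCNQ1; Medium: assay buffer with matched DMSO; Also added: K+/Tl+ depolarizing stimulus; Dosing: single dose; Timing: dye 90 min, compound 20 min, room temperature; Measured by: kinetic FluxOR thallium fluorescence, 10-s 1-Hz baseline, 110-s post-stimulus read; Read-out: peak-minus-minimum fluorescence over initial fluorescence, negative-control normalized, B-scored.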
# KCNK9 inh – KCNK9 potassium channel inhibitors, primary screen, HEK293 cells, thallium flux | FluxOR thallium flux fluorescence; stronger effect = lower value | 310,000 tested, 1.2% active | AID 488922, 2010 | B-score at 10 µM | Potassium channel subfamily K member 9 (Homo sapiens), Q9NPC2;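 active = ratio B-score over 3 SD below the library mean, with starting fluorescence within 5 SD of its mean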;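 also: negative B-score means less thallium flux so channel inhibition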
# Target sequence (Q9NPC2 whole entry, looked up): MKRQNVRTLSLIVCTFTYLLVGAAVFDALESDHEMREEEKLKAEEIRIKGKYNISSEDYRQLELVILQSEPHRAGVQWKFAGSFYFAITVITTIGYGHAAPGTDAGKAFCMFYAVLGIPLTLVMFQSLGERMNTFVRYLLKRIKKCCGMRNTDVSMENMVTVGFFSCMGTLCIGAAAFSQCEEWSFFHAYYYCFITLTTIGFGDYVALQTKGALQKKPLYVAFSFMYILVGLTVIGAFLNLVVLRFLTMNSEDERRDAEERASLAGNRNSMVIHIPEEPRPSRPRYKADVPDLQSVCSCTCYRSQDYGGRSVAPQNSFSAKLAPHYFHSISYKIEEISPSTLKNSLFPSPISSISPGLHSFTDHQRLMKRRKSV
# GSK3 alpha inh – blockers of GSK3A enzyme activity – biochemical, luminescence, cell-free homogeneous, HTS, primary screen; Glycogen synthase kinase-3 alpha (Homo sapiens), P49840; GSK-3 alpha kinase, ADP-Glo luminescence, 60 min; inhibition, % at 10 µM; 320,000 tested, 0.1% active; AID 2650, 2010;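 in the data active = inhibition above about 50%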;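 also: GST-tagged GSK-3 alpha with peptide substrate and 25 µM ATP; 0% = DMSO neutral wells and 100% = GW8510 positive control wells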
# Target sequence (P49840 whole entry, looked up): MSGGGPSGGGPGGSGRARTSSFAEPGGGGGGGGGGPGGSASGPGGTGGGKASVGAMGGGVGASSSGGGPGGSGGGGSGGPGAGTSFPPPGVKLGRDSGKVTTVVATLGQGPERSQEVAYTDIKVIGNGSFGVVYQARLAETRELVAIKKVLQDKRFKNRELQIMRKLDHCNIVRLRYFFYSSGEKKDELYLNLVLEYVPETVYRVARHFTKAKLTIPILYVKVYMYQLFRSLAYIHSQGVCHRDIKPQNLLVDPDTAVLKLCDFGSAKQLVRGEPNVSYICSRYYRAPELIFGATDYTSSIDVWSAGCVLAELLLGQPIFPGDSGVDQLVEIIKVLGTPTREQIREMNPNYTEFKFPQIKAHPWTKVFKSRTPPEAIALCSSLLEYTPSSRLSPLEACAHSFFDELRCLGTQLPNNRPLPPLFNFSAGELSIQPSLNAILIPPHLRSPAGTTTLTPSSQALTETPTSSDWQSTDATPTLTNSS
# hERG rescue – hERG rescue from dofetilide block, primary screen, cell-based, CHO-hERG, FluxOR thallium flux, dofetilide IC70. Voltage-gated inwardly rectifying potassium channel KCNH2 (Homo sapiens), Q12809. dofetilide IC70 present. 310,000 tested, 0.51% active. activation (rescue from dofetilide block), less the hit threshold, % at 10 µM;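 active = activation above the mean of controls blocked by dofetilide plus 5 SD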;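 also: thallium influx through hERG after potassium depolarization seen as dye fluorescence rise; in these data hits start at about 4.7%; inactives centre near -7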
# GSK3beta inhib – human GSK3beta kinase inhibitors, primary screen, biochemical, cell-free homogeneous, HTS; activity score (negative = inhibition), % at 10 µM; Glycogen synthase kinase-3 beta (Homo sapiens), P49841; 300,000 tested, 0.038% active; GST-GSK3beta kinase, ADP-Glo luminescence, 60 min; stronger effect = lower value;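 active = more than half of replicate wells score below -50%, meaning over 50% inhibition versus plate controls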;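 also: 0% = median DMSO wells and -100% = median GW8510 positive control wells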
#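 Assay system: GST-fused GSK3beta enzyme, cell-free / Medium: Tris pH 7.5 buffer with MgCl2, DTT, BSA, heparin / Also added: peptide substrate plus 25 µM ATP (final) / Compound: 10 µM single point / Timing: kinase reaction with compound 60 min at room temperature / Detection: ADP-Glo luminescence / Benchmarks: DMSO neutral wells and GW8510 at 20 µM as positive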
# DYRK1A inh – rat Dyrk1A kinase inhibitors, primary screen, biochemical, single point, plate reader | Dual specificity tyrosine-phosphorylation-regulated kinase 1A (Rattus norvegicus), Q63470 | ADP-Glo luminescence, NFATc1 peptide | inhibition, % at 12.5 µM | 310,000 tested, 0.43% active | AID 504441, 2011; in the data active = inhibition above about 50%;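 also: plate controls were vehicle with enzyme for no effect and no enzyme for full effect; many of its hits are not listed in these tables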
# RGS4 block – RGS4 inhibitors, primary screen, cell-based, HEK293 M3R inducible RGS4, calcium flux. Regulator of G-protein signaling 4 (Homo sapiens), P49798. Fluo-4 calcium flux; stronger effect = higher value; triggered by carbachol at its EC20. B-score at 10 µM. 310,000 tested, 0.45% active. AID 463165, 2010;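 active = B-score, a plate-corrected calcium signal, over three deviations above library mean, with baseline fluorescence within five deviations of library mean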;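 also: RGS4 expression induced by doxycycline in cells with stable M3 receptor; B-score is computed from the integrated fluorescence ratio over baseline after carbachol; higher B-score means a larger calcium signal and so more RGS4 inhibition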
# Target sequence (P49798 whole entry, looked up): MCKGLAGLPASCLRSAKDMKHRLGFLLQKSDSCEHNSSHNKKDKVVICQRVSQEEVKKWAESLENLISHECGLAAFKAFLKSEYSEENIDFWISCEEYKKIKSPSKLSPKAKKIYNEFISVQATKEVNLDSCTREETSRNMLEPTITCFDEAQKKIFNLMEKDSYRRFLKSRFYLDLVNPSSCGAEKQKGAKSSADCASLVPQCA
# KCNK3 block – human KCNK3 channel inhibitors, primary screen, CHO cells, FluxOR thallium flux, B-score; 340,000 tested, 0.84% active; Potassium channel subfamily K member 3 (Homo sapiens), O14649; B-score at 10 µM; FluxOR fluorescence; stronger effect = lower value;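 active = B-score under library mean minus 4 SD, starting fluorescence ratio at most library mean plus 5 SD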;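 also: more negative B-score means stronger inhibition of thallium flux through KCNK3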
# Starred values were filed as active, the others as inactive; i = inactive; · = no result given; & = joins results of further samples.
SMILES,PolyA inh,KCNQ1 inh,RGS4 act,KCNQ1 pot,KCNK9 inh,GSK3 alpha inh,hERG rescue,GSK3beta inhib,DYRK1A inh,RGS4 block,KCNK3 block
CCOC(=O)N1CCN(C(=O)Nc2ccc3nc(C)sc3c2)CC1,i,i,i,i,i,-24,-12,-1,·,i,i
c1ccc(COc2ccc(OCCn3cncn3)cc2)cc1,i,i,i,i,i,2,-3,2,-18,i,i
Cc1c(O)ccc(C(=O)CN2CCN(Cc3ccccc3)CC2)c1O,i,i,i,i,i,-12,-3,4,3,i,i
O=C(NC(=O)c1ccccc1O)c1ccc2c(c1)CCO2,i,i,i,i,i,2,-4,-3,·,i,i
CCN1CCN(Cc2nnc(-c3ccc(C)cc3)o2)CC1,i,i,i,i,i,-1,-2,1,-1,i,i
CC(C)CCN(Cc1ccco1)S(=O)(=O)c1ccc(-c2ccc(=O)[nH]n2)s1,i,i,i,i,i,-1,-2,1,-1,i,i
O=C(c1cc(Cl)nc2ccccc12)N1CCN(S(=O)(=O)c2cccc(F)c2)CC1,i,i,i,i,i,-2,-11,2,15,i,i
CC(n1cnnn1)C12CC3CC(CC(C3)C1)C2 (stereo not drawn),i,i,i,i,i,-1,-7,1,-4,i,i
Cc1cccc(/N=C/c2c(O)c3ccccc3oc2=O)n1,i,i,i,i,i,0,-8,4,4,i,i
Cc1ccc(C(=O)N2N=C(CC(C)C)CC2(O)C(F)(F)F)o1 (stereo not drawn),i,i,i,i,i,2,-1,0,-3,i,i
Cc1nnc(SCC(=O)NCc2ccco2)[nH]c1=O,·,i,i,i,i,-3,-3,-1,-10,i,i
O=C(N/N=C/c1ccc(F)cc1)c1ccncc1,i,i,i,i,i,5,-6,0,-5,i,i
CCOc1ccc(NC(=O)C(C)N2C(=O)c3ccccc3C2=O)cc1 (stereo not drawn),·,i,i,i,i,-1,0,3,-2,i,i
COc1ccc(OCC(=O)NC2CCCc3ccccc32)cc1 (stereo not drawn),i,i,i,i,i,-2,-7,0,-2,i,i
O=C(Cn1nnc(-c2ccccc2F)n1)Nc1ccc2c(c1)OCO2,i,i,i,i,i,-3,-5,1,-5,i,i
CCOc1ccc(CNC(=O)Cn2nc(C)n3nc(-c4ccccc4)cc3c2=O)cc1,i,i,i,i,i,-1,-8,1,-1,i,i
CCC1=C([N+](=O)[O-])C(c2ccc3c(c2)OCO3)NC(=O)N1 (stereo not drawn),i,i,i,i,i,0,-6,2,5,i,i
CC1=CC(c2ccc(Cl)cc2)n2nc(NC(=O)c3ccccc3)nc2N1 (stereo not drawn),i,i,i,i,i,-1,-14,0,-3,i,i
CCCOc1ccc(NC(=O)CC2C(=O)N(c3ccc(OCC)cc3)C(=S)N2C2CC2)cc1 (stereo not drawn),i,i,i,i,i,1,-2,0,-7,i,i
Cc1cc(-c2csc(NC(=O)c3ccccc3C(F)(F)F)n2)c(C)n1Cc1ccccc1,i,i,i,i,i,-1,-7,-2,-3,i,i

# One compound at a time, from the list above. Order of screens: PolyA inh | KCNQ1 inh | RGS4 act | KCNQ1 pot | KCNK9 inh | GSK3 alpha inh | hERG rescue | GSK3beta inhib | DYRK1A inh | RGS4 block | KCNK3 block
# CC(n1cnnn1)C12CC3CC(CC(C3)C1)C2 (stereo not drawn) in the list: i | i | i | i | i | -1 | -7 | 1 | -4 | i | i
# O=C(N/N=C/c1ccc(F)cc1)c1ccncc1 in the list: i | i | i | i | i | 5 | -6 | 0 | -5 | i | i

# (more compounds)
SMILES,PolyA inh,KCNQ1 inh,RGS4 act,KCNQ1 pot,KCNK9 inh,GSK3 alpha inh,hERG rescue,GSK3beta inhib,DYRK1A inh,RGS4 block,KCNK3 block
O=C(CC1COc2ccccc2O1)NCCc1ccccc1 (stereo not drawn),i,i,i,i,i,·,-6,2,-1,i,i
COc1ccccc1NC(=O)C1=C(C)NC(=O)NC1c1ccco1 (stereo not drawn),i,i,i,i,i,-2,-5,-2,-1,i,i
Cc1cc(/C=C2\SC(=O)N(CC(=O)Nc3ccccc3F)C2=O)c(C)n1C,i,i,i,i,i,-4,-10,-1,-13,i,i
S=C(Nc1cccc2ccccc12)NN1CCOCC1,i,i,i,i,i,0,-4,1,0,i,i
COc1ccc(CCNC(=O)C2CCCN2S(=O)(=O)c2cccc3nsnc23)cc1OC (stereo not drawn),i,i,i,i,i,3,-5,3,-1,i,i
CC(=O)c1c(C)[nH]c(C(=O)Nc2ccc(S(=O)(=O)N(C)C)cc2)c1C,i,i,i,i,i,2,-10,6,10,i,i
O=C(CN1C(=O)C2C3CC(C(Br)C3Br)C2C1=O)Nc1ccc(C(=O)O)cc1 (stereo not drawn),i,i,i,i,i,·,-13,1,-7,i,i
CS(=O)(=O)c1ccc(-c2cccc(NC(=O)c3ccc(Br)o3)c2)nn1,i,i,i,i,i,1,-12,-5,10,i,i
Cc1ccc(C)c(S(=O)(=O)NCCCc2ccccc2)c1,i,7*,i,i,i,-2,-8,·,0,i,i
CCCOc1cccc(C(=O)NCCNC(=O)c2ccc(C)nc2)c1,i,i,i,i,i,-1,-3,1,-6,i,i
Cc1cc(SCC(=O)N/N=C/c2cccnc2)nc2c(C)cccc12,i,i,i,i,i,-1,-1,4,5,i,i
C/C(=N/OC(=O)c1ccc(C)cc1)C(=O)c1ccc(Br)cc1,i,i,i,i,i,-2,-7,-3,-4,i,i
COc1ccc([N+](=O)[O-])cc1NC(=O)CC1SC(=Nc2cccc(C)c2C)N(/N=C/c2cccc(OC)c2OC)C1=O (stereo not drawn),i,i,i,i,i,-7,-14,2,-2&-8,i,i
COc1ccc(-c2nn(-c3ccccc3)cc2/C=C2/SC(=S)N(CCC(=O)O)C2=O)c(C)c1,i,i,-7.7*,i,i,-1,-6,-8,0,i,i
COc1cccc(CC2(CO)CCCN(Cc3cc(F)ccc3-n3cccn3)C2)c1 (stereo not drawn),i,i,i,i,i,3,-13,6,6,i,i
COc1ccc(C2C(C#N)=C(N)OC3=C2C(=O)CCC3)c(OC)c1OC (stereo not drawn),i,i,i,i,i,-2,-10,-2,-5,i,i
O=C1CCCC(O)=C1C1NCCc2ccccc21 (stereo not drawn),i,i,i,i,i,2,-5,1,-2,i,i
Cc1ccc(/C=N/NC(=O)C2=NNC(c3ccccc3)(c3ccccc3)C2)c(O)c1,i,i,i,i,i,3,-28,1,6,i,i
COc1ccccc1CCC(=O)OCC(=O)Nc1c(Br)cc(C)cc1Br,i,i,i,i,i,-1,-4,3,-5,i,i
Cn1ccnc1SCc1nc2c(cnn2-c2ccccc2)c(=O)[nH]1,i,i,i,i,i,-1,-4,2,8,i,i

# Reprinted from the entries so far for reference:
SMILES,PolyA inh,KCNQ1 inh,RGS4 act,KCNQ1 pot,KCNK9 inh,GSK3 alpha inh,hERG rescue,GSK3beta inhib,DYRK1A inh,RGS4 block,KCNK3 block
COc1ccccc1CCC(=O)OCC(=O)Nc1c(Br)cc(C)cc1Br,i,i,i,i,i,-1,-4,3,-5,i,i
Cn1ccnc1SCc1nc2c(cnn2-c2ccccc2)c(=O)[nH]1,i,i,i,i,i,-1,-4,2,8,i,i

# (more compounds)
SMILES,PolyA inh,KCNQ1 inh,RGS4 act,KCNQ1 pot,KCNK9 inh,GSK3 alpha inh,hERG rescue,GSK3beta inhib,DYRK1A inh,RGS4 block,KCNK3 block
Cn1c(CSCc2ccc(Cl)cc2Cl)n[nH]c1=S,i,i,i,i,i,1,-19,0,5,i,i
CSc1nc(-c2ccccc2)nn1C(=O)c1ccc(Cl)cc1,i,i,i,i,i,-1,-6,0,-4,i,i
Cc1cc(C(=O)CSc2nnc(-c3ccc(OC(F)F)cc3)o2)c(C)n1Cc1cccs1,i,i,i,i,i,-2,-10,3,4,i,i
O=C1CCC([N+](=O)[O-])C(c2ccc(Cl)c([N+](=O)[O-])c2)N1 (stereo not drawn),i,i,i,i,i,-5,1,2,3,i,i
O=C(CN1C(=O)c2ccccc2C1=O)c1ccc(F)cc1,i,i,i,i,i,-1,-4,-4,6,i,i
O=C(/C=C/c1cccc(C(F)(F)F)c1)Nc1cccc(C(F)(F)F)c1,i,9*,i,i,i,5,-5,1,-9,i,-11*
CSc1ccc(N2C(=O)NC3(CCCCC3)C2=O)cc1,i,i,i,i,i,3,-3,-1,6,i,i
O=C(Nc1ccccc1-c1ccccc1)NC1CCN(CC(=O)N2CCOCC2)CC1,i,i,i,i,i,-3,-15,2,-1,i,i
Cc1ccc2c(c1)N(C(=O)CCC(=O)Nc1ccccc1Br)CC(C)O2 (stereo not drawn),i,i,i,i,i,-7,-8,-2,1,i,i
CCCCOc1ccc(C(=O)N2CCCCCC2)cc1,i,i,i,i,i,2,-3,2,-7,i,i
O=C(c1ccccc1Sc1cccc2ccccc12)N1CCOCC1,i,i,i,i,i,-23,-12,·,-13,i,i
CCOc1ccc(OCc2ccc(C(=O)Nc3cccc(C)n3)o2)cc1,i,i,i,i,i,-2,-9,2,0,i,i
O=C(NCc1cccnc1)C(=O)NCC1OCCCN1S(=O)(=O)c1ccc(Cl)cc1 (stereo not drawn),i,i,i,i,i,2,-3,2,-2,i,i
CC(C)Oc1c(Br)cc(Br)cc1/C=N/NC(N)=S,i,i,i,i,i,7,-4,-2,11,i,i

# Only part of the results is shown, so the mix of outcomes need not match the whole.
